TSHR antagonist: antagonists of human thyroid stimulating hormone receptor; TSHR-expressing cells, TSH-stimulated cAMP HTRF, 2 h; hits give low values; activity change, negative = inhibition, % at 11.5 µM; 0.2% of 330,000 active; AID 504810;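 active means activity change below a set negative limit, meaning inhibition stronger than a set level, cut at about -70% in these data; inconclusive means activity change between two set negative limits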; further: on the % scale 0 is the no-effect control and ±100 the full control effect
Target sequence (P16473 whole entry, looked up): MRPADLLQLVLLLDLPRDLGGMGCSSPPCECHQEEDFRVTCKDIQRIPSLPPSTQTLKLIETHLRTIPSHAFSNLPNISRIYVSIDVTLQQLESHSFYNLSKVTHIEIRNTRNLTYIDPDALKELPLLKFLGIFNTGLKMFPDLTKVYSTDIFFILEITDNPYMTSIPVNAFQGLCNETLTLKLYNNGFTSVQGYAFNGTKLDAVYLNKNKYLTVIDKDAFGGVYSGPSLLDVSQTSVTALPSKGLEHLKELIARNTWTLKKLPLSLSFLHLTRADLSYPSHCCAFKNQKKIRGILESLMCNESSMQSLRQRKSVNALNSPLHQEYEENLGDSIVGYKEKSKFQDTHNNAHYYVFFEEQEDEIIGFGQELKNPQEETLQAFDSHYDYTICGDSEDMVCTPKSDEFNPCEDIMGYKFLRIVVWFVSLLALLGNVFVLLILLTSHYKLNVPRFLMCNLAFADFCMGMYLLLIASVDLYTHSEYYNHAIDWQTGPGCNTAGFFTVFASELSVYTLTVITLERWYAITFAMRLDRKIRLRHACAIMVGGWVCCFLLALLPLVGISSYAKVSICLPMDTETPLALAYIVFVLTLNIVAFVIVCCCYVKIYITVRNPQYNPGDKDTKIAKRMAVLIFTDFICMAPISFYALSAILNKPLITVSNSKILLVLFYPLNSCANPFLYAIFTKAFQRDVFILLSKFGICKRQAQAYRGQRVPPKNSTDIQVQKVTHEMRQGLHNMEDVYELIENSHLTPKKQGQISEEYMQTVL
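Cell-based HTRF cAMP assay; TSHR cells + compound, TSH EC80 (4nM final), 2 h, 37 deg C. Lysis with anti-cAMP cryptate and cAMP-d2, 30 min RT, read 665/620 nm.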
Tb PFK inh: T. brucei PFK enzyme inhibition; O15648; T. brucei PFK, ADP-Glo luminescence; Potency, µM (series often up to 57.5 µM), for inactives: top-dose activity, negative = inhibition, most hits filed as inhibitors; 0.17% of 330,000 active; AID 485367;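 further: potency means the concentration at half of the fitted maximal effect; 0% = uninhibited 1x PFK enzyme wells and -100% = no-enzyme wells; nearly all actives have a fitted effect of over 60% in size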
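PFK 1.25 nM, F6P 0.5 mM, ATP 0.1 mM, 0.1 M TEA pH 8.0, 5 mM MgCl2, 0.01% Tween20, 0.1% BSA; 45 min RT. ADP-Glo readout. qHTS titration up to 57 uM; curves fitted, compounds curve-classed.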
BCR signal inh: blocks chronic active B-cell receptor signaling | Potency, µM (titrated, usually from 46.1 µM), for inactives: top-dose ratio change, negative = lower green/red ratio, most hits filed as inhibitors | AID 493014 | ABC-DLBCL IkBa-CBG/CBR reporter, luminescence ratio, 4 h | 0.05% of 340,000 active; active means well fitted inhibition curve with a large enough effect in the signal ratio, with a control signal flat, not every such curve was filed as active; inconclusive means small, poorly fitted or top-dose-only effect, or effect the other way, or a change in a side signal; the % refers to the signal ratio;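 further: potency means the concentration at half of the fitted maximal effect; plate controls were basal doxycycline-induced cells for no effect and cells given 10 µM MG132 for full effect; MG132 reads +100%, hits lower the ratio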
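Compounds up to 46 uM were incubated four hours with TMD8 cells whose green CBG68 luciferase is fused to IkappaBalpha; red CBR luminescence normalised the signal, and concentration-effect curves were fitted to fusion, red and ratio data.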
FBPA coupling cs: counter-screen for Giardia aldolase inhibitors: coupling enzyme system; coupling enzyme system counterscreen, AmpLite Red fluorescence; activity change, negative = inhibition, % at 58.2 µM, hits read low; 0.67% of 290,000 active; AID 2472; in the data active means activity change below about -30%; further: on the % scale 0 is the no-effect control and ±100 the full control effect
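Counterscreen lacking aldolase: glyceraldehyde-3-phosphate coupling-enzyme reagent preincubated 10 min at RT with compound (at 57.5 uM final), then substrate/coupling system with AmpLite Red added; fluorescence read at 525/598 nm after 20 min RT.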
TCR activator: activators of T cell receptors. primary human leukocytes, anti-CD3, IL-2 HTRF, 48 h. Potency, µM (top dose mostly 9.22 µM), inactives show at the top dose activation of IL-2 secretion, hits mostly activators. 330,000 tested, under 10 active. AID 504894; further: % of control where 0% means no effect
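Primary human leukocytes receive a-CD3 beads and test compound and are incubated 48 hr. Secreted IL-2 is then assayed by HTRF, measuring 665nm acceptor emission after 320nm excitation of the europium donor.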
GALK inhibitor: blocks human galactokinase activity; Purified GALK, Kinase-Glo residual ATP luminescence; 0.007% of 270,000 active; Potency, µM (titrated, usually from 57.5 µM), inactives show at the top dose activity change, negative = inhibition, actives largely listed as inhibitors; AID 1868; P51570; further: potency means the concentration at half of the fitted maximal effect; on the % scale 0 is the no-effect control and ±100 the full control effect
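Human GALK (5 nM) with 35 uM ATP and 100 uM galactose in 20 mM HEPES pH 8.0, 5 mM MgCl2, 60 mM NaCl, 1 mM DTT, 0.01% BSA. After 1 h at room temperature, leftover ATP was read by Kinase-Glo Plus luminescence.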
Giardia killer: kills Giardia lamblia; Giardia lamblia trophozoite viability; activity change, % at 7.66 µM, hits read low; 0.15% of 340,000 active; in the data active means activity change below about -80%; inconclusive means between about -30% and that limit;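 further: parasites exposed to compound for two days anaerobically before the ATP read; on the % scale 0 is the no-effect control and ±100 the full control effect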
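Killing of trophozoites was scored by loss of ATP luminescence after a 48 hrs anaerobic exposure to compounds at 37 deg C, using 100 cells per well.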
MLL CXXC-DNA inh: inhibitors of human MLL CXXC domain-DNA interaction. AID 2662. Potency, µM (titrated, usually from 115 µM), without a hit: at the top dose activity change, negative = inhibition, actives largely listed as inhibitors. MLL-CXXC / FITC-HOXA9 DNA fluorescence polarization. 0.037% of 290,000 active; active means well fitted inhibition curve with a large enough effect in the polarisation, with a control signal flat, not every such curve was filed as active; inconclusive means small, poorly fitted or top-dose-only effect, or effect the other way, or a change in a side signal; inactive means no such curve, though single readings can be large or run the other way; the % refers to the polarisation; further: potency means the concentration at half of the fitted maximal effect
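Purified MLL-CXXC (added from a 7 uM solution) was preincubated 5 min at ambient with pinned compounds in 50 mM Tris-HCl pH 7.5, 50 mM NaCl, 1 mM DTT, 0.05% BSA. Fluorescein-labeled HOX-A9 DNA (50 nM solution) followed, 30 min, then polarization read.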
hERG WT inh: KCNH2 (human, wildtype) channel inhibition | Q12809 | U2OS, BacMam KCNH2, thallium flux FluxOr; hits give low values | activity change, % at 1.84 µM | 0.37% of 340,000 active | AID 720551;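 active means maximum activity change below -70%; inconclusive means maximum activity change between -70% and -50%; inactive means maximum activity change above -50%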; further: on the % scale 0 is the no-effect control and ±100 the full control effect
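U2OS cells were transduced with wild-type KCNH2 virus (2.03 x 10^8 / mL) for 4 h at room temperature, then cultured overnight at 37 C. Thallium flux was read with FluxOr dye. Rate constants were normalized to DMSO controls.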
AT treatment: candidate therapy for ataxia-telangiectasia; […] A-T fibroblasts, KAP-1 phosphorylation AlphaLISA; neocarzinostatin DNA damage 30 min before lysis; Potency, µM (series often up to 57.5 µM), for inactives: at the highest dose activation, most hits filed as activators; 0.19% of 320,000 active; further: potency means the concentration at half of the fitted maximal effect; % of control where 0% means no effect; nearly all actives have a fitted effect of over 45% in size
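hTERT-immortalized A-T patient fibroblasts ([…]), 500 cells/well in OPTI-MEM, 1% FBS, got compounds for 60 min, then NCS for 30 min at 37C. Lysates were then assayed for phospho-KAP-1 by AlphaLISA (anti-pKAP1 donor, anti-KAP1 acceptor beads), 6 hr at 25C.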
* = called active by the depositor; ? = inconclusive; · = not tested or not shown; [ ] = another dose, or the depositor's remark. Unless noted, the call rests on the fitted dose curve; in most records, active means well fitted curve in the direction sought with a large enough effect; inconclusive means small, poorly fitted or top-dose-only effect, or another doubt; inactive means no such curve, though single readings can be large; an effect the other way counts as inactive or inconclusive.

SMILES	TSHR antagonist	Tb PFK inh	BCR signal inh	FBPA coupling cs	TCR activator	GALK inhibitor	Giardia killer	MLL CXXC-DNA inh	hERG WT inh	AT treatment
COc1ccc(CNC(=O)c2noc(C(C)C)c2[N+](=O)[O-])cc1	0.6	2.7%	1.4%	1.6	-0.2%	1.3%	-1.5	1.5%	14.6	7.7%
COc1cccc(C2/C(=C(\O)c3c(C)nc4c(C)cccn34)C(=O)C(=O)N2CCCN(C)C)c1OC (stereo not drawn)	-1.9	4.5%	-0.2%	-0.6	·	1.8%	·	-4.4%	·	13.4%
CC1CCN(C(=O)/C(=C\c2ccco2)NC(=O)c2ccccc2)CC1	16.3	2.1%	6.3%	0.0	6.0%	0.5%	-21.2	-1.4%	-3.1	-3.3%
O=C(Nc1ccccc1C(=O)N1CCCC1)c1cccc(S(=O)(=O)N2CCCCC2)c1	·	·	·	0.0	-1.0%	2.1%	-1.5	0.3%	21.5	·
COCCn1c(SCC(=O)Nc2cccc(F)c2)nc2c(c1=O)SCC2	-0.4	-5.1%	6.2%	·	0.6%	-5.2%	-4.4	22.1%	-17.5	26.4%
COc1ccc(N2CCN(C(=O)CN(c3ccccc3)S(C)(=O)=O)CC2)cc1	-7.1	-5.4%	3.1%	0.3	1.7%	-1.8%	-10.3	14.8%	0.8	-3.4%
CCn1cc(CN(C)S(=O)(=O)c2ccc3ccccc3c2)c(C)n1	-11.9	-1.2%	-3.1%	3.1	-1.5%[46.1 µM]	1.4%	-0.5	1.1%	-2.9	3.5%
Cc1ccc(Sc2cc(C(F)(F)F)nc(N(C)C)n2)cc1	32.6	3.3%	5.8%	1.0	-3.2%	1.9%	3.8	-3.0%	20.7	·
O=C(NC1CCS(=O)(=O)C1)c1ccc(S(=O)(=O)N2CCCCC2)cc1 (stereo not drawn)	4.1	2.7%	0.1%	-0.6	4.5%	-0.3%	3.4	3.9%	-38.2	-4.6%[11.5 µM]
CCCCn1c(N)c(N(CCC(C)C)C(=O)c2cc(S(=O)(=O)N3CCOCC3)ccc2F)c(=O)[nH]c1=O	1.6	0.0%	8.1%	·	-0.6%	·	10.7	·	-6.0	-4.9%
O=C(CC(c1ccccc1)c1ccco1)Nc1nccs1 (stereo not drawn)	11.0	-2.1%	2.9%	1.5	-3.0%	·	-6.4	10.7%	14.2	-24.1%
CCOc1cc(CNCc2ccccn2)ccc1OCC(=O)NC(C)(C)C	-2.0	9.5%	-0.9%	4.1	-1.4%[46.1 µM]	-1.0%	7.3	20.1%	2.1	3.2%

Single records, from the list above. Values in the order: TSHR antagonist, Tb PFK inh, BCR signal inh, FBPA coupling cs, TCR activator, GALK inhibitor, Giardia killer, MLL CXXC-DNA inh, hERG WT inh, AT treatment
Record of `Cc1ccc(Sc2cc(C(F)(F)F)nc(N(C)C)n2)cc1` = 32.6, 3.3%, 5.8%, 1.0, -3.2%, 1.9%, 3.8, -3.0%, 20.7, ·
Record of `CCn1cc(CN(C)S(=O)(=O)c2ccc3ccccc3c2)c(C)n1` = -11.9, -1.2%, -3.1%, 3.1, -1.5%[46.1 µM], 1.4%, -0.5, 1.1%, -2.9, 3.5%
Record of `CCOc1cc(CNCc2ccccn2)ccc1OCC(=O)NC(C)(C)C` = -2.0, 9.5%, -0.9%, 4.1, -1.4%[46.1 µM], -1.0%, 7.3, 20.1%, 2.1, 3.2%
Record of `COc1ccc(CNC(=O)c2noc(C(C)C)c2[N+](=O)[O-])cc1` = 0.6, 2.7%, 1.4%, 1.6, -0.2%, 1.3%, -1.5, 1.5%, 14.6, 7.7%

(continued)
SMILES	TSHR antagonist	Tb PFK inh	BCR signal inh	FBPA coupling cs	TCR activator	GALK inhibitor	Giardia killer	MLL CXXC-DNA inh	hERG WT inh	AT treatment
Cc1ccc(C(=O)NCCSC2CCCCC2)cc1S(=O)(=O)Nc1ccccc1	-11.2	4.5%	-0.7%	4.0	3.0%	0.0%	-5.1	1.4%	0.0	4.8%
COc1cc(/C=N/Nc2nc(N3CCCC3)nc(N3CCCC3)n2)ccc1OCc1ccccc1F	-70.6*	-3.3%	0.8%	-2.0	2.4%	4.6%	-3.1	-10.0%	1.1	0.0%
COc1ccc(-c2nsc(C(=O)N(c3ccc(F)cc3)C(C(=O)NC3CCCC3)c3ccc(OC)cc3)c2N)cc1 (stereo not drawn)	8.4	9.6%	-8.7%	-4.2	-11.0%	-4.1%	5.9	21.8%	4.5	2.2%
CCOC(=O)Cn1nc(C)c(NC(=O)COc2ccc(OC)cc2)c1C	-2.6	1.1%	4.7%	-2.1	2.0%	-1.8%	8.0	0.4%	-0.7	0.0%
O=C(CCNC(=O)c1ccccc1Cl)NCC(c1ccc(F)cc1)N1CCOCC1 (stereo not drawn)	12.8	-0.9%	-11.4%	·	-4.6%	·	-18.5	·	-1.1	-5.1%
O=C1NC(=O)N(c2ccccc2)C1=O	-5.0	-0.6%	-8.6%	0.3	-1.3%	0.6%	0.0	5.2%	3.4	-0.5%
CCCN=C1CC(C)(C)CC(=O)/C1=C(/O)CCC	4.6	-14.1%	7.2%	2.2	-4.4%	3.0%	6.9	-3.2%	7.7	-4.4%[11.5 µM]
CCOC(=O)C1=C(C)Nc2sc(C(=O)c3ccc(C)cc3)c(N)c2C1c1ccc(C(=O)OC)cc1 (stereo not drawn)	10.3	0.1%	-4.1%	-2.0	-9.0%[46.1 µM]	3.8%	2.6	27.0%	1.9	3.8%
O=C(NC(=S)Nc1ccc(S(=O)(=O)NC2CCCCC2)cc1)c1cccs1	-34.0	9.6%	?	1.7	0.9%[46.1 µM]	-1.7%	-5.4	13.9%	-7.5	3.0%
CS(=O)(=O)N1CCN(c2ccccc2NC(=O)c2ccc(Cl)cc2)CC1	-1.7	-0.4%	?	-2.5	-4.9%	3.4%	-0.4	-4.0%	5.5	1.9%
N#Cc1nc(Cc2ccccc2)oc1N1CCN(c2cccc(Cl)c2)CC1	-14.0	-7.9%	-4.4%	1.0	-8.4%	0.4%	3.9	-0.5%	25.8	-9.6%
O=S(=O)(Nc1nc2c(s1)CCCC2)c1ccc(Br)cc1	-6.7	-1.0%	3.0%	8.7	-2.8%[46.1 µM]	-2.5%	-8.1	-2.4%	5.6	·
CSc1nccc(Oc2cccc(C#N)c2)n1	1.3	0.5%	-0.4%	-4.2	2.3%[46.1 µM]	1.0%	-3.9	10.5%	-3.1	4.6%
COc1ccc(/C(O)=C2/C(=O)C(=O)N(CC3CCCO3)C2c2ccc(O)c(OC)c2)cc1 (stereo not drawn)	-17.3	-13.5%	1.1%	1.5	2.9%	2.5%	3.1	7.8%	-4.2	6.4%
Cc1ccc(S(=O)(=O)/N=C(/Nc2c(C)n(C)n(-c3ccccc3)c2=O)c2ccccc2)cc1	9.6	4.9%	-0.6%	1.0	-3.6%[46.1 µM]	-0.4%	6.3	1.4%	6.3	1.1%
FC(F)(F)c1cc(CCN2C(=S)NC[C@@H]2Cc2ccccc2)cc(C(F)(F)F)c1	-20.7	0.6%	?	-4.0	5.7%	-1.8%	7.4	-1.6%	2.6	-4.1%
O=C(COC(=O)C1CC1)Nc1ccc2[nH]c(=O)[nH]c2c1	3.4	-1.5%	1.7%	0.3	-0.9%	0.4%	-0.7	9.1%	0.7	4.2%
COC(=O)C1=C(C)NC2=C(C(=O)CC(C)(C)C2)C1c1cnn(C)c1C (stereo not drawn)	-0.2	2.1%	-0.5%	-1.4	-0.3%[46.1 µM]	2.1%	12.9	11.5%	17.8	20.4%
CCOc1ccc(OCC)c(NC(=O)C2CCCN(c3nc(C)cc(C)n3)C2)c1 (stereo not drawn)	-6.4	0.0%	0.1%	0.5	14.1%	3.1%	-1.3	1.8%	-20.9	7.3%
Cc1cc(C)cc(NC(=O)Nc2ccc3c(c2)N(C)C(=O)CS3)c1	-23.0	2.7%	3.2%	-1.1	-0.8%	0.9%	-1.4	4.5%	24.5	-2.9%
Cc1ccc(C)c(-n2nnnc2SCC(=O)c2c(N)n(C)c(=O)n(C)c2=O)c1	8.0	3.6%	9.5%	0.1	·	9.2%	·	5.3%	·	1.1%
COc1ccccc1C(=O)NCC(=O)OCC(=O)Nc1cccc(S(=O)(=O)N2CCCCCC2)c1	-7.3	-6.5%	-8.8%	2.7	-2.7%	13.5%	-16.2	8.6%	14.5	-1.1%
Nc1c2c(nc3ccccc13)N(C1CCCCC1)CC2	16.2	-8.9%	0.3%	-2.4	-1.5%	1.1%	-2.4	6.3%	11.9	1.9%

Screening data from PubChem.
